# DAX1 inh-1 – blocks DAX1 repression of SF-1 activated StAR promoter. AID 652010. inhibition, % at 6.8 µM. 1.1% of 370,000 active. HEK293T StAR-luciferase reporter, SF-1/DAX-1 repression relief;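 active = inhibition above the mean over all tested compounds plus 3 SD, cut at about 3.6% in these data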;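 also: 0% = DAX-1 cells with DMSO and 100% = cells lacking DAX-1 with DMSO; higher inhibition means more luminescence from relief of DAX-1 repression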
# hgDAF-12 ag – activates the H. glycines DAF-12 receptor ligand-binding domain. HEK293 GAL4-hgDAF12 UAS-luciferase reporter, agonist luminescence; normalized to butyrate control. activation, % at 6.8 µM. 1.8% of 370,000 active;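 active = activation above a cutoff set at the mean of all screened compounds plus 3 SD, cut at about 10% in these data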;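 also: 0% = DMSO wells and 100% = sodium butyrate wells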
# DAX1 inh-2 – inhibitors of human orphan nuclear receptor DAX1 (NR0B1). AID 504766. HEK293 Gal4-DAX1 luciferase reporter, luminescence. inhibition, % at 6.75 µM. 0.99% of 340,000 active;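 active = inhibition above the mean over all tested compounds plus 3 SD, cut at about 4.2% in these data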;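 also: 0% = DAX1-transfected cells with DMSO and 100% = empty-vector control cells with DMSO; inhibition shows as a rise in luminescence from relieved DAX1 repression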
# Target sequence (P51843 207-470 limits assumed): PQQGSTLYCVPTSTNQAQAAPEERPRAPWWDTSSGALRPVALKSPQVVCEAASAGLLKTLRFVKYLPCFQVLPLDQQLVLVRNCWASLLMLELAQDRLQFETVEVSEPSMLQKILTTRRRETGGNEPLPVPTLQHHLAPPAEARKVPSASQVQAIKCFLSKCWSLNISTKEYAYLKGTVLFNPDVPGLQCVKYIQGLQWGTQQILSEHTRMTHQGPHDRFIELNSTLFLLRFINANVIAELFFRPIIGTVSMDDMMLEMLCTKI
# NPR1 activator – GC-A (human) enzyme activation. P16066. HEK293 GC-A cells, cGMP TR-FRET, EC30 ANP; 0% at EC30 ANP, 100% saturating ANP. activation, % at 10 µM. 0.14% of 370,000 active; in the data active = activation above about 40%
# hcDAF-12 act – H. contortus DAF-12 activation, primary screen | HEK293 hcDAF-12 lit1-tk-luc reporter, luminescence; 0% DMSO, 100% Δ7-dafachronic acid | activation, % at 6.8 µM | 1.4% of 370,000 active | AID 652067;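 active = activation above the mean of all tested compounds plus 3 SD, cut at about 5.5% in these data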;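 also: 100% = response to 3 µM Δ7-dafachronic acid high control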
# GC-B act – GC-B (human) receptor activation | activation, % at 10 µM | P20594 | 0.11% of 370,000 active | HEK293-GC-B cells, CNP EC30, cGMP TR-FRET; 0% at EC30 CNP, 100% saturating CNP | AID 1920062;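 active = activation at 10 µM reaching about 35% in either raw or pattern-adjusted values, limit read from the data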
# SMARCA2 activ – SMARCA2 function activation, primary screen. 1% of 370,000 active. AID 652017. activation, % at 9.1 µM. MG213 cells, MMTV-luciferase reporter, dexamethasone, overnight; in the data active = activation above about 7.8%;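 also: 0% = vehicle wells and 100% = reference activator wells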
# GAA850 FXN act – activators of GAA850 frataxin (FXN) promoter; activation, % at 6 µM; HEK293 lucGAA850 FXN promoter luciferase reporter, 24 h; percent of 10 µM SAHA response; 0.56% of 360,000 active;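 active = activation above the average of all compounds screened plus 3 SD, cutoff fixed separately per campaign, cut at about 7.5% in these data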;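 also: 0% = DMSO wells and 100% = 10 µM SAHA wells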
# ssDAF12 agonist – S. stercoralis DAF-12 activation, primary screen; HEK293 ssDAF-12/GRIP1 lit1-tk-luc reporter, luminescence; % of 3 µM dafachronic acid response; activation, % at 6.8 µM; 1% of 370,000 active; AID 652126;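 active = activation above the mean over all tested compounds plus 3 SD, cut at about 0.9% in these data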;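 also: 0% = DMSO-only wells and 100% = 3 µM delta7-dafachronic acid wells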
# sPLA2-III inh – Inhibits HGIII-sPLA2 liposome hydrolysis, primary screen. inhibition, % at 12.2 µM. 0.56% of 370,000 active. Q9NZ20. AID 743126. QFRET BODIPY PC-A2 liposome hydrolysis, fluorescence;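 active = inhibition above mean plus 3 SD of compounds lying within the high and low control bounds, cut at about 19% in these data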;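 also: 0% = median of test compound wells and 100% = no enzyme DMSO wells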
# Target sequence (Q9NZ20 whole entry, looked up): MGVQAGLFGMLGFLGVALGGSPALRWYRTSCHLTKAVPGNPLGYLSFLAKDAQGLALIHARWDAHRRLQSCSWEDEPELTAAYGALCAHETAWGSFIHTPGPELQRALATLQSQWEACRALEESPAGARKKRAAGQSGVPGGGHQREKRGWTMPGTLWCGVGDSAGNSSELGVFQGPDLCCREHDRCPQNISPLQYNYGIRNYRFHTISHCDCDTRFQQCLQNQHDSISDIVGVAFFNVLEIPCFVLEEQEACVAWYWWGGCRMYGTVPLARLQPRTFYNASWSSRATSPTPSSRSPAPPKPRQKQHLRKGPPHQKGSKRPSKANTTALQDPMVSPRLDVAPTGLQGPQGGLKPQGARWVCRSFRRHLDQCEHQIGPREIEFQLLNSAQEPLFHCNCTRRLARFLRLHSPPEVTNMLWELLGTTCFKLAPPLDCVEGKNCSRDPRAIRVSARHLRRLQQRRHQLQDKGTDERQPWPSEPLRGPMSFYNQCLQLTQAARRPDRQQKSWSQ
# KLK7 zymogen act – activates the human kallikrein-7 zymogen; purified proKLK7, EDANS-DABCYL substrate fluorescence; 100% is mature enzyme control, 0% vehicle; 0.9% of 370,000 active; P49862; AID 652039; activation, % at 7 µM;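 active = activation above the mean of all tested compounds plus 3 SD, computed per campaign excluding outliers beyond control limits, cut at about 13% in these data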
# Target sequence (P49862 whole entry, looked up): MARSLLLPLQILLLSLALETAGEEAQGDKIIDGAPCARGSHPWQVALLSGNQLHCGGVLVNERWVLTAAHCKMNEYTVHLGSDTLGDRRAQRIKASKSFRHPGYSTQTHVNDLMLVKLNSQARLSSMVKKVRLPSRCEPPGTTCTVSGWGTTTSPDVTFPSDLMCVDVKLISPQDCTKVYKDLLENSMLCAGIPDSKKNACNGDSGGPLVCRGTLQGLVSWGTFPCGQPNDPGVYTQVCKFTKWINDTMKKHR
# * = called active by the depositor; · = not tested or not shown; & = joins results of further samples.
SMILES,DAX1 inh-1,hgDAF-12 ag,DAX1 inh-2,NPR1 activator,hcDAF-12 act,GC-B act,SMARCA2 activ,GAA850 FXN act,ssDAF12 agonist,sPLA2-III inh,KLK7 zymogen act
COc1ccccc1-n1c([S-])c(C(=O)Nc2ccccc2C(F)(F)F)[n+]2ccc(C(=O)NCCO)cc12,-0.2,0.0,-0.5,3,-1.2,1,0,1.6,-1.3,-1,-2.1
COCCCNC(=O)CN(CCc1ccccc1)S(=O)(=O)c1ccccc1,0.0,0.9,-0.3,1,0.5,2,-3,1.2,-0.6,3,-0.3
O=C1Nc2ccc([N+](=O)[O-])cc2C1(O)N1CCCCCC1 (stereo not given),-0.1,0.1,-0.6,0,-2.2,1,-2,2.1,0.1,13,0.2
CCOCCn1c(SCc2c(F)cccc2Cl)nc2c1c(=O)[nH]c(=O)n2C,0.1,-1.9,-0.5,4,1.2,0,-2,0.1,-1.3,3,-0.6
COc1ccccc1Nc1nc(C)nc2c1oc1ccccc12,-0.4,1.7,-1.2,9,-3.8,-1,2,0.6,-1.4,4,-20
COc1ccc(C(CC(=O)N2CCCC2)C(C)C)cc1 (stereo not given),-0.4,-0.3,0.5,-8,4.1,-6,-1,1.2,-1.4,3,-0.3
Cc1sc(NC(=O)c2ccco2)c(C(c2cccnc2)N2CCC(C)CC2)c1C (stereo not given),-3.2,-6.8,-3.8,·,-4.3,·,-2,-6.0,-2.1,2,-0.7
C[C@H]1CN([C@@H](C)CO)S(=O)(=O)c2ccc(Br)cc2O[C@H]1CN(C)C(=O)Cc1ccccc1,-2.2,-5.3,0.1,-9,-0.1,-2,-2,-2.5,-1.7,-3,0.1
O=C(Nc1ccc(C(=O)O)cc1)/C(=C\c1ccccc1)NC(=O)c1ccccc1,-0.3,1.1,0.5,1,0.7,-3,1,-0.3,-1.0,-4,0.2
Cc1ccccc1-n1nc2c(c1NC(=O)c1cccc(F)c1)CS(=O)C2 (stereo not given),0.8,-0.3,0.1,-1,-1.2,-2,-3,-0.6,-1.6,1,-0.3
Cc1ccc(Sc2ccc(NC(=O)c3ccc(F)cc3)cc2C#N)cc1,0.0,-2.7,·,-1,-2.0,2,-2,-1.9,-0.5,2,0.2
C=CCNC(=O)NC(=O)COC(=O)/C(C#N)=C/c1cc(C)n(CCC(C)C)c1C,-0.2,0.6,0.4,-8,-1.7,0,-1,0.2,-1.4,-1,0.4
O=[N+]([O-])c1ccc(COP(=O)(O)OCc2ccc([N+](=O)[O-])cc2)cc1,0.0&-0.7,-1.9&-0.7,·,2&0,-0.2&-2.4,1&2,-2&-1,0.5,-0.4&-1.0,-2&-5,-0.3&0.2
c1ccc(N2CCCCC2)c(Nc2nc3ccccc3n3cnnc23)c1,-0.4,1.8,2.3,-3,-0.9,0,-2,1.2,-0.2,2,-2.7
CC(c1ccc(F)cc1)n1c(-c2cccs2)n[nH]c1=S (stereo not given),0.2,-2.1,1.7,2,-1.7,5,-2,0.1,-1.2,13,-1.6
COc1ccc(C(CCO)NC(=O)c2cccs2)cc1OC (stereo not given),1.0,1.6,0.0,-1,-1.5,7,-4,2.1,-1.3,4,0.0
CCc1ccc(OCC(=O)N/N=C/c2cc([N+](=O)[O-])ccc2N2CCOCC2)cc1,-0.3,0.7,-0.5,1,1.0,-3,0,2.9,-1.3,-3,0.3
O=C(CN1CCN(S(=O)(=O)/C=C/c2ccccc2)CC1)Nc1ccc(N2CCOCC2)cc1,0.5,-0.7,-1.2,2,-0.3,0,-3,0.3,-1.5,-5,0.7
O=C(CN1CCN(C(=O)C2CCCO2)CC1)Nc1ccc(F)cc1 (stereo not given),-0.1,-0.6,0.3,2,-0.1,1,0,3.2,-0.4,2,-0.2
CC(Oc1ccc(Br)cc1)c1nc2c3ccccc3nc(=S)n2[nH]1 (stereo not given),-0.5,-0.4,-0.8,-5,-1.7,-2,-3,1.0,-1.4,1,0.1
Cc1c[nH]c2cccc(-c3ccc(OCc4ccccc4)cc3)c12,-1.7,-2.6,·,0,1.4,-1,0,·,-0.4,-18,-0.7
CCCOc1c(Cl)cc(C(=O)Nc2ccc3c(c2)OCO3)cc1OCC,-1.8,0.7,-0.6,2,-0.7,-4,-5,-1.5,-1.5,-7,0.6
COC(=O)c1cc2n(n1)CCN(Cc1ccc(F)cc1)C2=O,1.0,2.3,0.6,-5,1.0,5,0,0.2,-1.1,-5,-0.4
CC(=O)N1CC(C)Oc2ccc(S(=O)(=O)NC(CC(=O)O)c3cc(C)ccc3C)cc21 (stereo not given),-1.2,1.3,0.9,3,-0.3,2,-3,-0.6,-1.7,2,-0.2
Cc1ccc2c(CN(C)Cc3cccc(Cl)c3)cc(=O)oc2c1C,-0.6,-0.8,-1.0,-4,-2.7,-6,1,0.7,-1.1,-5,0.4
Oc1[nH]c2ccccc2c1N=Nc1ccccc1F,1.9,16*,2.7,1,12*,-8,1,7.0,0.7,-1,0.3
CN(C)S(=O)(=O)c1cccc(NC(=S)NC(=O)c2ccco2)c1,0.2,2.5,0.4,-4,0.5,-2,7,3.2,-0.4,8,0.1
C=CCN(C(=O)c1csnn1)C(C(=O)NCc1ccccc1)c1c(F)cccc1Cl (stereo not given),0.0,1.2,-1.3,-1,-1.2,-3,-3,-0.4,-0.8,-2,0.0
O=C(Nc1cc(S(=O)(=O)N2CCOCC2)ccc1Cl)C(=O)c1c(-c2ccccc2)cc2ccccn12,-0.2,-1.1,0.0,-5,-3.4,0,2,-3.0,-0.7,-1,-0.7
CCc1cc2c(=O)n(Cc3ccco3)c(SCC(=O)NCC3CCCO3)nc2s1 (stereo not given),-0.8,-3.3,-2.4,0,-4.6,2,-5,2.9,-1.4,-4,-0.4
CCn1c(SCC(=O)Nc2ccc(C)cc2)nnc1-c1cnccn1,-3.5,3.3,1.0,-1,-1.9,-1,1,0.3,-1.2,2,0.7
CN(CC(=O)Nc1cccc(F)c1)C(=O)c1ccc(N2C(=O)c3ccccc3C2=O)cc1,0.1,-0.5,-1.3,-5,-1.0,0,1,0.8,-1.7,1,-0.2
COc1ccccc1NC(=O)COC(=O)CCn1c(C)csc1=O,1.5,-0.2,-0.1,-2,0.7,0,-2,1.4,-1.0,1,-1.1
CCC1CCCCN1C(=O)CCS(=O)(=O)c1ccccc1 (stereo not given),4.8*,1.4,0.7,4,2.0,1,5,1.4,0.4,-1,-0.4
CC(C)NC[C@@H](O)COc1ccc(CC(N)=O)cc1,0.6,-1.6,-0.8,2,0.2,3,0,-0.7,-0.9,4,0.4
O=C(Nc1cccc(C(=O)NC2CC2)c1)c1ccc(Cl)c(S(=O)(=O)N2CCOCC2)c1,-2.4,-1.9,-1.9,-3,-0.6,3,-1,-0.8,-1.4,-5,0.3
C/C(=N/NC(=O)c1cccnc1)c1cccc(O)c1,0.6,2.1,·,0,2.0,-12,-2,·,0.2,11,-0.1
CCOC(=O)c1ccc(S(=O)(=O)N2CCN(CC(=O)NC(=O)NC3CCCCC3)CC2)cc1,-0.6,0.3,1.5,-8,0.9,-2,2,-3.5,-1.4,-1,-0.3
Cc1ccc(C(=O)NCc2cccc(C(F)(F)F)c2)cc1S(=O)(=O)N1CCCCC1,-0.2,-2.5,-2.6,1,-1.6,4,-5,-0.8,-1.6,-1,0.3
CCOC(=O)/C(C#N)=C/C=C1\C=Cc2ccccc2N1CC,-0.7,1.4,-0.2,12,-1.7,-2,-3,1.5,-1.3,16,0.2

# Some entries already given with just hgDAF-12 ag, ssDAF12 agonist and hcDAF-12 act.
SMILES,hgDAF-12 ag,ssDAF12 agonist,hcDAF-12 act
C/C(=N/NC(=O)c1cccnc1)c1cccc(O)c1,2.1,0.2,2.0
CCC1CCCCN1C(=O)CCS(=O)(=O)c1ccccc1 (stereo not given),1.4,0.4,2.0

# Marked active in hcDAF-12 act, of those listed so far:
compound	DAX1 inh-1	DAX1 inh-2	NPR1 activator	hcDAF-12 act	GC-B act	SMARCA2 activ	ssDAF12 agonist	sPLA2-III inh	KLK7 zymogen act
Oc1[nH]c2ccccc2c1N=Nc1ccccc1F	1.9	2.7	1	12*	-8	1	0.7	-1	0.3

# (cont.)
SMILES,DAX1 inh-1,hgDAF-12 ag,DAX1 inh-2,NPR1 activator,hcDAF-12 act,GC-B act,SMARCA2 activ,GAA850 FXN act,ssDAF12 agonist,sPLA2-III inh,KLK7 zymogen act
CSc1nc(N2CCOCC2)nc2ccc(C)cc12,-0.4,-0.4,1.1,-1,1.4,-5,1,1.1,-1.2,14,35*
CCN(CC)c1ccc(/C=N/NC(=O)CC(C)C)cc1,-0.3,1.5,0.4,-2,0.2,2,-2,0.9,-1.5,7,1.8
Cc1onc(-c2ccccc2)c1CNC(=O)C1COc2ccccc2O1 (stereo not given),-0.1,1.2,4.6*,-7,-0.1,0,1,1.3,-1.7,-4,0.5
COc1ccccc1C(=O)C1CCCN(C(=O)c2cn3cc(Cl)ccc3n2)C1 (stereo not given),1.3,0.7,0.2,0,-0.2,0,-2,0.9,-1.1,-4,0.0
CSc1ccccc1NC(=O)C1CCCO1 (stereo not given),-0.2,3.1,-0.5,4,1.7,9,-3,1.0,-0.8,6,0.5
CC(C)S(=O)(=O)C1=NSC2=NC(=O)/C(=C\c3ccc(OC(=O)c4ccco4)cc3)C(=N)N21,0.0,-1.8,0.9,-3,-2.1,-3,0,2.3,-0.8,-7,0.2
CSc1ncccc1C(=O)Nc1cc(C)ccn1,0.3,-0.6,0.2,2,0.1,4,2,-1.1,-0.6,0,0.1
CCCCN(C=O)c1c(CC)nc2c(OCC(=O)C(C)(C)C)cccn12,-0.7,0.8,·,5,1.4,-2,-5,-0.5,-1.7,2,-0.1
COc1ccc(-n2c(COc3ccc(C)cc3)nnc2SCC(N)=O)cc1,-0.5,1.1,-0.3,-9,-2.4,-11,0,0.1,-1.0,2,-0.2
CC1(C(=O)NS(=O)(=O)Cc2cccc(Cl)c2)CCN1C(=O)Cc1ccc(-c2ccccc2)cc1 (stereo not given),0.2,-0.1,·,3,-0.2,2,-2,2.3,-0.9,-47,0.5
CCSc1nc2ccccc2n1C(=O)Oc1ccccc1,0.4,1.0,0.0,1,-2.1,-2,-1,0.9,-1.1,-5,-0.2
C[C@@H]1CN([C@@H](C)CO)S(=O)(=O)c2ccc(Br)cc2O[C@H]1CN(C)C(=O)c1ccncc1,-0.8,3.3,0.6,-2,-1.4,-2,4,0.6,-1.0,3,-0.1
COCCNC(=O)CN1CCC(NC(=O)C(C)(C)C)CC1,0.3,-0.9,1.0,-1,-0.8,3,0,-0.5,-1.1,-2,-0.2
CCNC(=S)N/N=C(\C)c1cc2ccccc2o1,0.3,2.6,1.0,19,1.4,22,5,5.4,-1.6,11,0.1
CCCn1c2c(c(O)c(C(=O)NC)c1=O)CCCC2,-0.4,-1.5,1.0,1,-1.5,8,-2,0.6,-1.5,6,0.6
O=C(OCc1ccccc1)N1CCC2CC1c1cc(-c3cc4ccccc4o3)ccc12 (stereo not given),0.9,-1.0,1.3,3,-2.0,0,-1,-0.8,-1.1,0,0.1
